Compound activity (PubChem)
LGR2 inh: inhibitors of bursicon-induced LGR2 CRE-luciferase signal, primary screen, cell-based, HEK293, CRE-luciferase reporter, bursicon stimulation. Drosophila bursicon receptor LGR2 (rickets). bursicon-stimulated, 4 h. inhibition, % at 9.99 µM. 380,000 compounds, 0.35% hits. AID 720647, 2013;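 active = drop in luminescence signal, shown as inhibition above about 50% in the replicate tests, limit read from the data, passing the limit was not always enough; inconclusive = probably only some replicates passing the limit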;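 note: agonist challenge used bursicon conditioned medium at about half maximal strength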
FN deposition inh: inhibitors of fibronectin matrix deposition, primary screen, AH1F cells, Alexa488-fibronectin fluorescence, plate reader. AH1F fibroblasts, overnight. inhibition, % at 12.6 µM. 350,000 compounds, 0.086% hits. AID 743247, 2014;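 active = mean inhibition across replicates of 30% or more, regardless of how many single replicates reach that level; inconclusive = mean under 30% yet at least half of replicates reach 30%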;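 note: positive control wells lacked labelled fibronectin entirely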
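material = AH1F fibroblast monolayer depositing Alexa488-labelled fibronectin into matrix | amount = 10000 AH1F cells/well | buffer or medium = DMEM plus 2% serum, read in PBS | incubation = 1 h cell adhesion before compound, then overnight fibronectin incubation | detection = fluorescence at 485 nm excitation, 525 nm emission | evaluation = percent inhibition as loss of matrix-bound fibronectin fluorescence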
C2C12 statin: suppressors of statin myotoxicity in C2C12 myotubes, primary screen, cell-based, single point, plate reader; AID 602340, 2012; 330,000 compounds, 0.78% hits; rescue of ATP level, % at 7.49 µM; C2C12 myotubes + simvastatin, ATP luminescence, 48 h; scaled: DMSO 0, geranylgeraniol control 100;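 active = mean ATP rescue above about 67%, or every replicate alone reaching that limit, limit read from the data, passing the limit was not always enough; inconclusive = no clear call, values can overlap the other calls; inactive = mean under the limit and some replicate under it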;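 note: myotubes were challenged with 10 µM simvastatin during compound exposure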
esBAF inh: Bmi1 luciferase reporter increase in mESCs, primary screen, esBAF inhibitor project, mouse ES cells, Bmi1 luciferase knock-in, single point. 24 h; 100% = twice the neutral-well signal. reporter increase, % at 12.5 µM. 350,000 compounds, 2% hits. AID 602393, 2012; in the data active = activation above about 40%; inconclusive = no clear call, values can overlap the other calls;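 note: 0% = median of the plate's neutral control wells and 100% = double that signal; a rise in the Bmi1 reporter signal indicates esBAF inhibition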
SIRT5 inh: SIRT5 desuccinylase inhibitors, primary screen, biochemical, fluorescence imaging, single point, set 5. Purified SirT5, succinyl-peptide AMC, trypsin-coupled fluorescence. inhibition, % at 15 µM. 330,000 compounds, 1.1% hits; in the data active = inhibition above about 15%; inconclusive = no clear call, values can overlap the other calls
Target sequence (Q9NXA8 whole entry, looked up): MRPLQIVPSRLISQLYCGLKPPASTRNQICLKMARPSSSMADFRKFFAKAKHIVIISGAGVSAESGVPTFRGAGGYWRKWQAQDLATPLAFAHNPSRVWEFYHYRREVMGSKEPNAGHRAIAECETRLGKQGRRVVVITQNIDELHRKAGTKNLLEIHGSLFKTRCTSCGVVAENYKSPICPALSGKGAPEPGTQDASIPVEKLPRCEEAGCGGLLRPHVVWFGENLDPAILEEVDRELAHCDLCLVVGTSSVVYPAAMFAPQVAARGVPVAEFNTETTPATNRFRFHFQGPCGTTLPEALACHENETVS
CASP6 VEID inh: human caspase-6 inhibitors, primary screen, biochemical, VEID-R110 fluorescence, single point, set 2; 350,000 compounds, 0.53% hits; purified caspase-6, Z-VEID-R110 cleavage fluorescence; inhibition, % at 12.5 µM; AID 686996, 2013; P55212;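 active = mean inhibition across replicates at least about 35%, with every replicate also reaching that limit, limit read from the data; inconclusive = only one of the two criteria met; inactive = neither criterion met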;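 note: 0% = median of neutral control wells and 100% = no fluorescence left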
Target sequence (P55212 24-179 limits assumed): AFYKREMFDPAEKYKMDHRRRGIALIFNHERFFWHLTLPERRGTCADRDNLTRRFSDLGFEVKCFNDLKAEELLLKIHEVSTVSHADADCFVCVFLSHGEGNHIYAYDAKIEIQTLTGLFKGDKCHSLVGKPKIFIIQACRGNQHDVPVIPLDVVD
Target sequence (P55212 194-293 limits assumed): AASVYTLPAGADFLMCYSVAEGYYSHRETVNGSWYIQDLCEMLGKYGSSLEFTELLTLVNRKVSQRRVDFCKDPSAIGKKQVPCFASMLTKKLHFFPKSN
S100A4 MyoIIA: inhibitors of S100A4-myosin IIA peptide binding, primary screen, biochemical, fluorescence polarization, TAMRA-MyoIIA peptide; Protein S100-A4 (Homo sapiens), P26447; inhibition, % at 10.7 µM; 360,000 compounds, 0.14% hits; AID 652163, 2013;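 active = mean inhibition of at least 70% across replicates, with every replicate also reaching that level; inconclusive = mean inhibition reaches 70% but some replicates fall short; inactive = mean inhibition below 70%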
Target sequence (P26447 whole entry, looked up): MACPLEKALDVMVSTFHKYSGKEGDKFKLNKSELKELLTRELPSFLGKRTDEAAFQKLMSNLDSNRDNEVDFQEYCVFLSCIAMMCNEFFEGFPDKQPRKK
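Assay system: human S100A4 monomer with TAMRA-labelled myosin IIA peptide / Buffer or medium: Calcium-containing HEPES buffer, pH 7.2 / Reagent: TAMRA-labelled myosin IIA heavy-chain peptide probe, 5 nM / Compound: one dose per compound / Timing: polarization read 5 min after assay mix addition, stable 5–60 min / Benchmarks: neutral control DMSO, positive control TFP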
* = called active by the depositor; ? = inconclusive; · = no result given. The list is partial, so the mix of outcomes need not match the whole.

1: C[C@H](CO)N1C[C@H](C)[C@@H](CN(C)S(=O)(=O)c2ccc(Cl)cc2)Oc2ccc(NC(=O)C3CC3)cc2C1=O
2: Cc1cccc2sc(N(CCN(C)C)C(=O)C3CCN(S(=O)(=O)c4cccs4)CC3)nc12
3: C[C@H]1CN([C@@H](C)CO)S(=O)(=O)c2ccc(-c3ccccc3)cc2O[C@@H]1CN(C)Cc1ccccn1
4: CC(=O)N1N=C(c2ccncc2)OC12CCCCCC2
5: COc1ccc(NC(=O)N(C)C[C@@H]2Oc3ncc(C#CCC(C)C)cc3C(=O)N([C@H](C)CO)C[C@H]2C)cc1
6: Cc1ccc(C)c(NC(=S)Nc2ncccc2C)c1
7: CC(C)OC(=O)c1cc2c(ccn2-c2ccc(F)cc2)n1CC(=O)N1CCN(C(=O)c2ccco2)CC1
8: O=C(NCC1CCCO1)c1cc(-c2ccc(Cl)cc2Cl)on1 (stereo not given)

Screen / compound no.,1,2,3,4,5,6,7,8
LGR2 inh,1,4,19,-8,-39,-77,17,·
FN deposition inh,4,4,5,·,-6,-13,-13,8
C2C12 statin,-35,-7,-80,19,44,9,14,5
esBAF inh,-1,3,1,-8,-1,?,6,8
SIRT5 inh,0,-1,4,0,6,0,-2,·
CASP6 VEID inh,3,-7,-1,2,0,-1,-1,·
S100A4 MyoIIA,-12,4,11,0,1,-1,-2,·

9: Cc1ccc(/C=N/NC(=O)c2nnn(-c3nonc3N)c2C)o1
10: CN(C)C(=O)c1cc2c(c(-c3cccc(C4=CCCCC4)c3)n1)[C@H](CCO)N(S(C)(=O)=O)C2
11: CC1CCCCN1c1nnc(NC(=O)Cn2c(=O)oc3ccccc32)s1 (stereo not given)
12: O=C(CNc1ccc2c(c1)OCO2)N/N=C\c1ccccc1Cl
13: CCCNC(=O)Nc1ccc2c(c1)C(=O)N(C)C[C@@H](OC)[C@H](C)CN(Cc1ccccn1)[C@@H](C)CO2
14: Cc1ccc(S(=O)(=O)N[C@@H]2CC[C@@H](CC(=O)N3CCC(Cc4ccccc4)CC3)O[C@@H]2CO)cc1
15: O=C(NCC[C@@H]1CC[C@@H](NC(=O)c2cccnc2)[C@H](CO)O1)Nc1ccc(Cl)cc1
16: O=C(O)c1ccccc1C1Nc2ccccc2C(=O)N1CCCN1CCOCC1 (stereo not given)

Screen / compound no.,9,10,11,12,13,14,15,16
LGR2 inh,-1,9,-30,10,-13,-1,-26,-2
FN deposition inh,·,7,-4,4,-12,·,·,3
C2C12 statin,2,10,-8,-17,-20,0,-1,·
esBAF inh,-2,-7,5,1,-2,0,21,·
SIRT5 inh,-1,-1,-2,·,·,1,-6,0
CASP6 VEID inh,0,-3,-2,5,·,-1,1,1
S100A4 MyoIIA,9,-4,-1,-3,·,-2,3,-3

17: CCCCn1nc(C(=O)N(CCOC)c2c(N)n(CCCC)c(=O)[nH]c2=O)c2ccccc2c1=O
18: CN1C(=O)C(N=Nc2ccccc2C(=O)O)N(C)C1=S (stereo not given)
19: Cc1cccnc1NC(=O)c1ccc(S(=O)(=O)N2CCCCC2)cc1
20: O=C(NCCc1c[nH]c2ccccc12)C(=O)NCC1OCCN1S(=O)(=O)c1ccc(Cl)cc1 (stereo not given)
21: O=C1[C@H](Cc2ccccc2)NCC=CC[C@H](c2ccc(Cl)cc2)N1Cc1ccccc1
22: CCN(CC)S(=O)(=O)c1ccc(N2C(=O)Nc3ccccc3N2O)cc1
23: CCOc1ccccc1C1CC(c2ccccc2)Nc2nc(N)nn21 (stereo not given)
24: CC(C)c1ccc(/C=N/NC(=O)c2nnn(-c3nonc3N)c2CN2CCOCC2)cc1

Screen / compound no.,17,18,19,20,21,22,23,24
LGR2 inh,1,-4,23,·,3,14,-5,1
FN deposition inh,·,-1,6,3,1,0,4,11
C2C12 statin,-1,·,·,-13,-11,7,1,-9
esBAF inh,0,·,·,9,-2,7,-3,-1
SIRT5 inh,4,4,2,-2,·,·,·,1
CASP6 VEID inh,1,-1,-4,-3,-1,·,-1,-1
S100A4 MyoIIA,6,-5,3,-5,-1,·,-1,-1

25: O=C(NCCCN1CCOCC1)C(C(=O)NCCCN1CCOCC1)c1ncc(C(F)(F)F)cc1Cl
26: COc1ccc2c3c(n(C)c2c1)[C@H](CO)N(C(=O)NC1CCCCC1)CC31CCN(C)CC1
27: CCN1C[C@@H]2[C@@H]3C(=O)N(C)C(=O)[C@@H]3[C@](Cc3ccccc3)(C1=O)N2C(=O)c1ccc(Cl)cc1
28: O=C(C1CCC(=O)N(C2CC2)C1)N(CCO)Cc1ccccc1 (stereo not given)
29: Cc1noc(C)c1NC(=O)Nc1ccc2c(c1)C(=O)N([C@H](C)CO)C[C@H](C)[C@@H](CN(C)S(=O)(=O)c1cccs1)OCCCC[C@H](C)O2
30: O=C1N(Cc2cccnc2)C[C@@H]2C[C@@H](c3cccc(OC4CCCC4)c3)N3CCC[C@@]123
31: C#CCN1[C@H](/C=C/C2CC2)[C@H](Cc2ccccc2)OC(=O)[C@@H]1Cc1ccccc1
32: C[C@@H]1CN([C@H](C)CO)C(=O)c2cc(-c3cccc(C#N)c3)cnc2O[C@H]1CN(C)C(=O)c1ccccn1

Screen / compound no.,25,26,27,28,29,30,31,32
LGR2 inh,7,3,1,-2,-9,27,·,-7
FN deposition inh,3,3,1,1,11,-12,·,·
C2C12 statin,8,·,18,-1,-22,-5,·,4
esBAF inh,1,·,0,4,3,-8,·,0
SIRT5 inh,1,-4,-1,-1,1,-2,-2,-5
CASP6 VEID inh,-8,0,-3,-5,-3,0,8,-2
S100A4 MyoIIA,20,6,-3,1,-15,-8,-22,-22

33: C[C@@H]1CCCCO[C@@H](CN(C)C(=O)NC2CCCCC2)[C@@H](C)CN([C@H](C)CO)C(=O)c2cc(NC(=O)Nc3ccc4c(c3)OCO4)ccc2O1
34: Cc1sc2ncnc(SCC(=O)NC(C)(C)C)c2c1C
35: O=C(C1CCC1)N1CC(=O)N2[C@@H](CO)[C@H](c3ccc(C#Cc4cccc(F)c4)cc3)[C@@H]2C1
36: Cc1cc(NC(=O)CSc2nnc(C)n2C)no1
37: CO[C@H]1CN(C)C(=O)c2cc(NC(=O)Nc3c(C)noc3C)ccc2OC[C@H](C)NC[C@H]1C
38: Cc1noc(C)c1S(=O)(=O)Nc1ccc2c(c1)C(=O)N([C@H](C)CO)C[C@@H](C)[C@@H](CN(C)CC1CC1)O2
39: Cc1nc2nc[nH]n2c(=O)c1NS(C)(=O)=O
40: Cc1[nH]c2ccccc2c1CN1CCC(Cc2ccccc2)CC1

Screen / compound no.,33,34,35,36,37,38,39,40
LGR2 inh,9,0,8,-14,-14,-10,·,1
FN deposition inh,-4,0,7,0,6,18,-1,9
C2C12 statin,·,0,·,2,7,17,1,14
esBAF inh,-4,-3,·,-8,0,2,-4,14
SIRT5 inh,1,2,-1,-3,4,8,·,10
CASP6 VEID inh,-2,2,0,2,1,0,·,0
S100A4 MyoIIA,14,7,18,-3,9,-1,·,-4

41: O=C(CS(=O)(=O)Cc1ccccc1)Nc1ccc2c(c1)OCO2
42: CC(C)CC#Cc1ccc2c(c1)O[C@@H](CN(C)S(=O)(=O)c1ccc(F)cc1)[C@@H](C)CN([C@@H](C)CO)S2(=O)=O
43: CC(CN1CCN(C)CC1)OC(=O)c1ccc(F)cc1 (stereo not given)
44: CC1S/C(=C(\C#N)C(N)=O)N(c2ccc(F)cc2)C1=O (stereo not given)
45: Cc1cc(C(=O)N/N=C/c2cccc([N+](=O)[O-])c2)c2ccccc2n1
46: Cc1[nH]nc(SCC(=O)N2CCCCCC2)c1[N+](=O)[O-]
47: CCCCN(C(=O)CSCC(=O)Nc1ccc(OC)cc1)c1c(N)n(Cc2ccccc2)c(=O)[nH]c1=O
48: COc1cccc(CNC(=O)C[C@H]2C=C[C@@H](NC(=O)C3CCOCC3)[C@@H](CO)O2)c1

Screen / compound no.,41,42,43,44,45,46,47,48
LGR2 inh,-5,47,-19,·,2,-2,13,2
FN deposition inh,10,-2,4,-1,-2,-3,-8,6
C2C12 statin,5,-33,·,2,·,-2,15,1
esBAF inh,8,-1,·,5,·,-6,-4,-2
SIRT5 inh,4,·,-11,·,0,-1,2,1
CASP6 VEID inh,1,·,0,·,-3,-2,-1,-1
S100A4 MyoIIA,-2,·,1,·,14,2,-3,10

49: C[C@H](CO)N1C[C@H](C)[C@@H](CN(C)C(=O)Nc2cccc3ccccc23)Oc2c(NC(=O)Nc3ccc(F)cc3)cccc2C1=O
50: COc1ccc(CN(C)C[C@H]2OCCCC[C@@H](C)Oc3ccc(NS(=O)(=O)c4ccc(F)cc4)cc3C(=O)N([C@@H](C)CO)C[C@@H]2C)cc1
51: CC(C)N(C(=O)COC(=O)c1cccc(N(C)C)c1)c1ccccc1
52: CCCC(=O)Nc1ccc2c(c1)C(=O)N(C)C[C@H](OC)[C@H](C)CN(CCC(F)(F)F)[C@H](C)CO2
53: CC(C)(C)C(=O)N1CCN(c2ccc([N+](=O)[O-])c(NCc3cccnc3)c2)CC1
54: Nc1cccc2nc3ccccc3cc12
55: COc1cccc(NC(=O)NNC(=O)COc2ccc3ccccc3c2)c1
56: Cc1ccccc1-c1csc(C(C)(O)c2cccnc2)n1 (stereo not given)
57: Cc1ccc(S(=O)(=O)N2CCN(Cc3cc(=O)n4ccccc4n3)CC2)cc1C
58: Nc1nnc(SCc2ccccc2F)s1
59: CO[C@@H]1CN(C)C(=O)c2ccc(NS(=O)(=O)c3ccc(C)cc3)cc2OC[C@@H](C)N(Cc2ccccn2)C[C@H]1C

Screen / compound no.,49,50,51,52,53,54,55,56,57,58,59
LGR2 inh,29,-10,-22,-11,1,·,-13,-14,-11,1,13
FN deposition inh,·,-14,1,0,-4,-10,·,2,-6,-3,5
C2C12 statin,-1,·,9,9,·,44,-11,5,3,-29,11
esBAF inh,0,-2,4,0,·,-8,0,-4,-3,6,2
SIRT5 inh,1,-4,-6,3,3,·,-1,1,-2,-3,3
CASP6 VEID inh,2,0,2,1,3,·,-2,-2,0,1,2
S100A4 MyoIIA,-5,9,-4,-3,-1,-12,13,3,-15,2,3

Whole records from above:
Listed for C[C@H](CO)N1C[C@H](C)[C@@H](CN(C)C(=O)Nc2cccc3ccccc23)Oc2c(NC(=O)Nc3ccc(F)cc3)cccc2C1=O : LGR2 inh: 29; FN deposition inh: ·; C2C12 statin: -1; esBAF inh: 0; SIRT5 inh: 1; CASP6 VEID inh: 2; S100A4 MyoIIA: -5
Listed for Cc1ccc(S(=O)(=O)N2CCN(Cc3cc(=O)n4ccccc4n3)CC2)cc1C : LGR2 inh: -11; FN deposition inh: -6; C2C12 statin: 3; esBAF inh: -3; SIRT5 inh: -2; CASP6 VEID inh: 0; S100A4 MyoIIA: -15
